From PubChem
MCF10A rereplic: induces DNA re-replication in MCF 10a normal breast cells | Potency, µM (doses to about 46.1 µM), without a hit: at the highest dose activity, positive = re-replication, actives largely listed as activators | 2.9% of 350,000 active | MCF 10A DNA re-replication, Hoechst nuclear intensity, 48 h; note: % of control where 0% means no effect; nearly all actives have a fitted effect of over 50% in size
Nrf2 block: blocks Nrf2 signaling; 2.1% of 360,000 active; A549 ARE-Fluc reporter, luciferase luminescence, 18-24 h; Potency, µM (series often up to 46 µM), without a hit: at the highest dose activity change, negative = inhibition, usual class: inhibitors; note: % is set by controls: 0 for no effect and ±100 for the full control effect; nearly all actives have a fitted effect of over 60% in size
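Nrf2 activity is the BugLite luminescence, read 15 min after reagent at room temperature, following CellTiter-Fluor cytotoxicity readout (30 min, 37C). Compound titrations were applied for 18-24 h to 5000 A549 ARE_Fluc cells/well in 5% FBS OPTI-MEM.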
A549 tox: kills or reduces viability of A549 cells in Nrf2 counter-screen; A549 ARE-Fluc cells, CellTiter-Fluor viability, 18-24 h; Potency, µM (top dose mostly 46 µM), inactives show at the top dose activity change, negative = cytotoxicity, usual class: inhibitors; 0.16% of 390,000 active; AID 504648; note: % is set by controls: 0 for no effect and ±100 for the full control effect
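A549 ARE_Fluc cells in 5% FBS OPTI-MEM were exposed to compounds in concentration-response for 18-24 h at 37 deg C. Viability was read by CellTiter-Fluor fluorescence (Ex 405/Em 525) after 30 min, before the luciferase read.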
ATXN2 expr inh: reduces ATXN2 reporter expression in HEK-293 cells; Potency, µM (doses to about 57 µM), inactives show at the highest dose activity change, negative = inhibition, usual class: inhibitors; AID 1745845; HEK-293 ATXN2-luciferase reporter, luminescence, 24 h; 0.72% of 360,000 active; note: % is set by controls: 0 for no effect and ±100 for the full control effect; nearly all actives have a fitted effect of over 55% in size
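ATXN2-luciferase reporter cells (luciferase flanked by upstream and downstream ATXN2 gene portions) were treated 24 h at 37 °C with compounds at up to 57 uM. SteadyGlo luminescence gave expression; GF-AFC fluorescence gave viability.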
Nrf2 activator: activates Nrf2 signaling. AID 624171. Potency, µM (highest dose often 46.1 µM), for inactives: at the top dose activation, most hits filed as activators. 0.31% of 410,000 active. AREc32 ARE-luciferase reporter (MCF7-derived line), luminescence, 24 h; note: % of control where 0% means no effect; nearly all actives have a fitted effect of over 65% in size
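AREc32 cells carrying an ARE-driven firefly luciferase, 1000 cells/well in OPTI-MEM with 5% FBS, dosed after overnight attachment and incubated 24 hr at 37 deg C. Steady-Glo luminescence read after 30 min at RT.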
EPAC2 antag: EPAC2 (human) antagonism; Q8WZA2; EPAC2 GEF exchange of Rap1B-BODIPY-GDP, fluorescence; Potency, µM (highest dose often 114 µM), for inactives: top-dose activity, negative = inhibition, most hits filed as inhibitors; 0.18% of 360,000 active; AID 720708; note: % is set by controls: 0 for no effect and ±100 for the full control effect; nearly all actives have a fitted effect of over 45% in size; many of its hits are not listed in these tables
Target sequence (Q8WZA2 whole entry, looked up): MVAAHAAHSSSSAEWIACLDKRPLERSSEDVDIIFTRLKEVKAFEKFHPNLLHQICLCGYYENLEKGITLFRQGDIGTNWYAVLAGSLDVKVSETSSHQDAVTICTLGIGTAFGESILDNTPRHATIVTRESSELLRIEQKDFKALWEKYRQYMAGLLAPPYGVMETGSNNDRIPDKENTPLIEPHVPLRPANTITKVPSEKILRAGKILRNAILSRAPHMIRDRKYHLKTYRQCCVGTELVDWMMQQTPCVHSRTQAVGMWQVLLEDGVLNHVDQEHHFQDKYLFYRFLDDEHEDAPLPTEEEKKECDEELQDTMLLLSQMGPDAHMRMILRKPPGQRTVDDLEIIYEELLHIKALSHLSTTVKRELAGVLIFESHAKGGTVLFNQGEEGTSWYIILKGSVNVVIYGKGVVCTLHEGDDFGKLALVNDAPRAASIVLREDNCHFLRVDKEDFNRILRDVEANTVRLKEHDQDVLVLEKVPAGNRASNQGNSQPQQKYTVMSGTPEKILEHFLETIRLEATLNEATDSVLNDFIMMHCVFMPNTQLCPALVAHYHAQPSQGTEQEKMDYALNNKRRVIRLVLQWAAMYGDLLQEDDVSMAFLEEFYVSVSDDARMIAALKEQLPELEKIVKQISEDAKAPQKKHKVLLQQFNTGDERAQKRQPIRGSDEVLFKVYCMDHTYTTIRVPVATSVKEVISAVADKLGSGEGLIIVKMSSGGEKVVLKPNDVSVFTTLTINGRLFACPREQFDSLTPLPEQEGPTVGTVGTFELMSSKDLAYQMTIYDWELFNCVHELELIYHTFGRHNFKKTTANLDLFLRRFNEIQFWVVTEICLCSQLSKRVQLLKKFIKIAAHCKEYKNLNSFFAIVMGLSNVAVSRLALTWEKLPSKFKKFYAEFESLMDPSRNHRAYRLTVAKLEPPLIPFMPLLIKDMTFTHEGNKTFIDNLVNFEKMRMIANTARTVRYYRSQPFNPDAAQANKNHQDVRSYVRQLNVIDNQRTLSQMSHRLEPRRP
TGFb SMAD3 inh: TGF-b pathway inhibition. HepG2 CAGA-GFP TGF-b/SMAD3 reporter, GFP fluorescence, 18 h; TGF-beta stimulated, 500 pg/mL final. Potency, µM (series often up to 46.1 µM), without a hit: at the highest dose activity, negative = inhibition, most hits filed as inhibitors. 1.2% of 410,000 active. AID 588855; note: % is set by controls: 0 for no effect and ±100 for the full control effect; nearly all actives have a fitted effect of over 65% in size
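Using HEPG2 CAGA-GFP reporter cells at 1000 cells/well, we pinned test compounds, stimulated with recombinant TGF-beta (500 pg/mL final) and measured total well GFP after 18 h.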
HepG2 viability: kills HepG2 cells in TGF-b inhibitor counter-screen | 0.76% of 410,000 active | HepG2 CAGA-GFP viability, ATP luminescence, 18 h | Potency, µM (top dose mostly 46.1 µM), inactives show top-dose activity change, negative = cytotoxicity, actives largely listed as cytotoxic; note: some results filed as inactive show a strong effect at the top dose
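HepG2 CAGA-GFP cells (1000/well, DMEM with 1% FBS) received compound, then TGF-beta at 500 pg/mL final, and were incubated 18 hours at 37 degrees C. Viability was read by CellTiter-Glo luminescence. Media-only wells were set as complete cell-killing and DMSO as no toxicity.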
ATXN viability: reduces viability in counter-screen for ATXN expression inhibitors. AID 651635. Potency, µM (top dose mostly 56.7 µM), actives largely listed as cytotoxic. 0.49% of 400,000 active. S2 cells (HEK-293 line with an ATXN2-luciferase reporter) viability, CellTiter-Fluor protease fluorescence, 24 h; note: nearly all actives have a fitted effect of over 40% in size
The depositor's hits bear a star; i = inactive; ? = inconclusive; . = not tested or not shown; & = joins results of further samples; [ ] = remark or other dose. Calls come from the whole dose curve; as a rule, active = well fitted curve in the direction sought with a large enough effect; inconclusive = small, poorly fitted or top-dose-only effect, or another doubt; inactive = no such curve, though single readings can be large; an effect the other way counts as inactive or inconclusive. Potency is the fitted concentration of half-maximal effect.

SMILES	MCF10A rereplic	Nrf2 block	A549 tox	ATXN2 expr inh	Nrf2 activator	EPAC2 antag	TGFb SMAD3 inh	HepG2 viability	ATXN viability
COc1ccc(C(=O)N/N=C(\C)CC(=O)Nc2ccccn2)cc1OC	-2%	16%	-1%	6%	3.3%	2%	-2%	-17%	i
CCCC(=O)C1=C(O)C(C(=O)OC)C(C)(C)CC1=Nc1ccncc1 (centres undefined)	-7%	.	12%	-4%	0.2%	16%	?	-10%	i
CC(C(=O)Nc1ccccc1C(=O)N1CCOCC1)N(c1ccccc1)S(C)(=O)=O (centres undefined)	1%	3%	2%	2%	0.1%	7%	7%	-1%	i
CC1CN(C(=O)c2cc3cc(F)ccc3[nH]2)CC(C)O1 (centres undefined)	7%	?	3%	4%	3.2%	0%	-5%	-13%	i
O=C(NCc1ccc(C(F)(F)F)cc1)C1CC(c2c(Cl)cccc2Cl)=NO1 (centres undefined)	16%	-23%	0%	-15%	0.2%	8%	-16%	3%	i
Cc1nc2ccc(NC(=O)c3ccc(Cl)c([N+](=O)[O-])c3)cc2s1	?	29%	0%	20%	0.0%	7%	4%	12%	i
COc1ccc(CN2CCCC(C(=O)Nc3cccc(-n4cccn4)c3)C2)cc1 (centres undefined)	7%	-15%	-4%	-2%	3.9%	-7%	8%	-15%	i
COc1ccc(S(=O)(=O)NNC(=O)c2csc(-n3nc(C)cc3C(F)(F)F)n2)cc1	13%	-12%	-11%	-12%	-0.5%	2%	-8%	-27%	?
Cc1cccc(N2CCN(C(=O)N3CCOCC3)CC2)c1C	?	1%	-16%	-27%	-0.5%	2%	-2%	5%	i
Cn1nnc(NC(=O)c2ccc(C(C)(C)C)cc2)n1	-2%	17%	-7%	-19%	-0.7%	4%	-9%	-6%	?
CN(C)C(=O)c1cc(C(=O)c2ccccc2C(F)(F)F)c[nH]1	14%	?	-8%	1%[11.3 µM]	2.8%	1%	-28%	-3%	i
CCCCOc1ccc(CSc2n[nH]c(C)n2)cc1	-5%	?	-15%	34%[activator]	-0.3%	2%	8%	-6%	i
CC(C)C(=O)OCc1cn(-c2ccc(Cl)c(Cl)c2)nn1	-4%	-9%	1%	-5%[11.3 µM]	0.2%	-6%	11%	10%	i
C[C@H]1CN[C@H](CCO)/C1=C\c1ccccc1	-54%[inhibitor]	2%	6%	-3%	-1.4%	-4%	0%	-11%	i
COc1cc(C(CC(=O)N2CCCC2)c2c(OC)cc(OC)c3ccc(=O)oc23)cc(OC)c1OC (centres undefined)	3%	5%&5%	?	-7%	-0.2%	-8%	1%&15%	2%&5%	i
CC(C)(C)NC(=O)C1Cc2ccccc2CN1C(=O)Nc1ccccc1Cl (centres undefined)	-1%	2%	-7%	-9%	-0.3%	0%	4%	-2%	i
CCOc1ccc2cc(C3CC(c4ccco4)=NN3S(=O)(=O)c3ccccc3)c(Cl)nc2c1 (centres undefined)	2%	2%	-3%	10%	1.1%	-6%	4%	8%	i
COc1ccccc1CCNC(=O)CCc1c(C)c2cc3c(C)coc3c(C)c2oc1=O	.	17%	-5%	.	0.1%	.	-13%	-6%	.
CC(C)c1ccc(S(=O)(=O)NCc2ccc3c(c2)OCO3)cc1	?	?	0%	-4%	-0.4%	-3%	0%	2%	i
O=C(Nc1ccc(Oc2ccccc2)cc1)C1CCN(c2c3c(nc4ncnn24)CCC3)CC1	?	?	?	?	-1.9%	-9%	?	-3%	?
N#CCCC(CCC#N)(CCC#N)c1cc[n+](CCc2ccccn2)cc1	-15%	-12%	5%	7%	-0.3%	29%	6%	8%	i
Cc1ccc2cc(C=O)c(N(C)C)nc2c1	5%	-2%	-7%	12%	0.4%	0%	0%	-6%	i
NS(=O)(=O)c1ccc(NC(=O)CN2CCCC2)cc1	-7%	14%	3%	7%	-0.9%	2%	-1%	-12%	i
Cc1ccc(S(=O)(=O)C(CNC(=O)COc2ccccc2)c2cccs2)cc1 (centres undefined)	.	.	3%	15%	5.7%	.	?	-19%	i
COc1cccc(NC(=O)C2(C)CCN2C(=O)CC2CCCC2)c1 (centres undefined)	.	.	.	3%	-1.2%	-3%	-12%	0%	i
COc1ccc(-c2oc3ncn4nc(-c5ccccc5C)nc4c3c2-c2ccc(OC)cc2)cc1	.	3%	4%	-7%	-0.7%	.	19%	9%	i
O=C(c1ccco1)N1CCN(C2CN(Cc3cn(Cc4ccccc4C(F)(F)F)nn3)S(=O)(=O)C2)CC1 (centres undefined)	.	.	.	5%	-1.0%	8%	-5%	4%	i
N#Cc1ccc(Nc2nc(-c3ccccc3)c(C(=O)c3ccccc3)s2)cc1	.	.	.	?	0.3%	-32%	?	11µM*	?
CC(C)CC1Nc2ccc(C(=O)NCc3ccc4c(c3)OCO4)cc2NC1=O (centres undefined)	13%	-2%	-1%	13%	2.9%	1%	-11%	-4%	i
COc1ccc(C(=O)N/N=C/C(=O)c2ccccc2)cc1	15%	2%	0%	30%	0.6%	0%	0%	-10%	i
O=C(N=C1SC2CS(=O)(=O)CC2N1Cc1ccccc1Cl)C1CC1 (centres undefined)	1%	-6%	-3%	5%	-0.5%	7%	25%	8%	i
CC(=NNC(=O)c1ccncc1)c1cccc(Cl)c1	1%	0%	-3%	16%	0.3%	13%	-3%	12%	i
COc1ccc(-c2cc(C(=O)NCc3cccnc3)no2)cc1OC	-4%	?	18%	32%	6.8%	-2%	10%	-16%	i
Cc1cccc(C(=O)N2CCN(S(=O)(=O)N3CCCCC3)CC2)c1	-2%	-2%	-6%	5%	-0.3%	22%	9%	0%	i
CCC1CCC(C(=O)NC(C(=O)NCCCN2CCCCC2C)C(C)C)CC1 (centres undefined)	5%	15%	0%	-2%	0.0%	0%	7%	12%	i
COc1ccccc1-c1nnc(SCC(=O)c2c(N)n(C3CC3)c(=O)[nH]c2=O)o1	7%	-9%	1%	.	0.2%	13%	8%	2%	i
C[C@@H](c1ccccc1)N1C[C@@H](COCc2ccccc2)Oc2cc(N3CC[C@H](O)C3)ccc2S1(=O)=O	.	.	.	?	0.2%	-14%	.	.	?
CCOc1ccc(/C=C/c2nc(C#N)c(NC3CCCCC3)o2)cc1	.	4%	-5%	.	-0.1%	.	-20%	6%	.
CC(=O)C1=C(c2ccccc2)OC(N)=C(C#N)C1c1ccc(O)cc1 (centres undefined)	11%	5%	-4%	.	2.5%	-25%	1%	-105%	i
COc1ccc(C2c3ccc(O)cc3Oc3ncn4nc(-c5ccccn5)nc4c32)cc1 (centres undefined)	20%	-29%	-9%	0%	0.0%	14%	-2%	-3%	i

Three entries from above, arranged by their value in TGFb SMAD3 inh, lowest first:
Structure | Nrf2 activator | EPAC2 antag | TGFb SMAD3 inh
CC(C)CC1Nc2ccc(C(=O)NCc3ccc4c(c3)OCO4)cc2NC1=O (centres undefined) | 2.9% | 1% | -11%
COc1ccc(-c2cc(C(=O)NCc3cccnc3)no2)cc1OC | 6.8% | -2% | 10%
COc1ccc(-c2oc3ncn4nc(-c5ccccc5C)nc4c3c2-c2ccc(OC)cc2)cc1 | -0.7% | . | 19%

Further records follow.
SMILES	MCF10A rereplic	Nrf2 block	A549 tox	ATXN2 expr inh	Nrf2 activator	EPAC2 antag	TGFb SMAD3 inh	HepG2 viability	ATXN viability
CC(C)(C)NS(=O)(=O)c1ccc2nc(NC(=O)c3cccnc3)sc2c1	.	.	-4%	11%	3.0%	.	-3%	0%	i
COc1ccc2c(c1)c(=O)oc1c(C)c(OCc3ccc(C(=O)O)cc3)ccc12	-1%	?	3%	.	0.1%	6%	-18%	-35%	i
Cc1cccc(N2CCN(C(c3cccs3)c3nnnn3C(C)(C)C)CC2)c1C (centres undefined)	5%	-5%	6%	?	-0.2%	7%	?	-34%	i
CCC(C)NC(=O)COc1ccc(S(=O)(=O)N2CCOCC2)cc1 (centres undefined)	-10%	-3%	-7%	1%	0.3%	3%	-2%	17%	i
O=C(/C=C/c1ccccc1)N/C(=C/c1ccccc1)C(=O)Nc1cccc(C(=O)O)c1	-38%[inhibitor]	15%	-2%	-12%	0.3%	10%	2%	-4%	i
O=C(CCc1ccc(O)cc1)c1c(O)cc(O)cc1O	20%	22%	-4%	?	13%	7%	?	1%&-10%	i
c1ccc(CNc2c3ccccc3nc3ccccc23)cc1	?	-18%	-12%	.	0.1%	-3%	?	-11%	i
O=C1CCN(c2ccc([N+](=O)[O-])cc2F)CC1	-3%	-8%	-14%	11%	-0.1%	-3%	-1%	-4%	i
O=C(Nc1nnc(S(=O)(=O)N2CCCCC2)s1)c1ccc(Cl)cc1	-1%	?	-1%&5%	-14%	0.3%&-0.7%	-4%	?	4%&-18%	i
Cc1nn(-c2ccccc2)c(C)c1/C=N/NC(=O)CSc1nnc(-c2ccccc2)n1-c1ccc(Cl)cc1	?	-5%	-15%	?	0.6%	-10%	-8%	-4%	i
CCn1c(SCCOc2ccc(Cl)cc2)nnc1-c1cccs1	15%	?	-3%	-6%	-0.7%	-2%	1%	-24%	?
COC(=O)c1ccccc1NC(=O)c1nn(-c2ccc(OC)cc2)c(=O)c2c1c1ccccc1n2C	.	14%	0%	3%	-0.7%	.	-14%	-1%	i
OC(c1ccccc1)(c1nc(-c2ccc(F)c(Cl)c2)cs1)C(F)(F)F (centres undefined)	.	.	.	-38%	0.2%	-27%	?	-91%	?
Cc1cc(C)c(OCC(=O)NCC2CCCO2)c(C)c1 (centres undefined)	0%	?	6%	-2%	2.2%	3%	19%	-11%	i
Cc1ccc(C(C(=O)NCc2ccco2)N(CCc2ccccc2)C(=O)Cn2nnc3ccccc32)o1 (centres undefined)	7%	.	-12%	-35%	-0.4%	-6%	8%	3%	?
Cc1ccc(S(=O)(=O)c2nc(-c3ccccc3Cl)oc2N2CCCCCC2)cc1	.	-10%	3%	-12%	2.7%	.	-8%	-7%	i

Entries of single compounds, quoted from the list:
`CCC(C)NC(=O)COc1ccc(S(=O)(=O)N2CCOCC2)cc1` (centres undefined) is listed as MCF10A rereplic = -10%; Nrf2 block = -3%; A549 tox = -7%; ATXN2 expr inh = 1%; Nrf2 activator = 0.3%; EPAC2 antag = 3%; TGFb SMAD3 inh = -2%; HepG2 viability = 17%; ATXN viability = i
`c1ccc(CNc2c3ccccc3nc3ccccc23)cc1` is listed as MCF10A rereplic = ?; Nrf2 block = -18%; A549 tox = -12%; ATXN2 expr inh = .; Nrf2 activator = 0.1%; EPAC2 antag = -3%; TGFb SMAD3 inh = ?; HepG2 viability = -11%; ATXN viability = i

This is a subset; the hit share may differ from the screen's.
